# NR2E3 ag-1: activates human photoreceptor nuclear receptor NR2E3; GST-NR2E3/biotin-RetCOR TR-FRET, 1536-well; inhibition of corepressor binding, % at 4.78 µM; 320,000 tested, 0.12% active; AID 2300;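 active means percent inhibition above the cutoff of mean plus 3 SD of all tested compounds, set per screening campaign, cut at about 20% in these data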;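 further: 0% = DMSO wells and 100% = biotin wells as full block of FRET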
# Target sequence (Q9Y5X4 whole entry, looked up): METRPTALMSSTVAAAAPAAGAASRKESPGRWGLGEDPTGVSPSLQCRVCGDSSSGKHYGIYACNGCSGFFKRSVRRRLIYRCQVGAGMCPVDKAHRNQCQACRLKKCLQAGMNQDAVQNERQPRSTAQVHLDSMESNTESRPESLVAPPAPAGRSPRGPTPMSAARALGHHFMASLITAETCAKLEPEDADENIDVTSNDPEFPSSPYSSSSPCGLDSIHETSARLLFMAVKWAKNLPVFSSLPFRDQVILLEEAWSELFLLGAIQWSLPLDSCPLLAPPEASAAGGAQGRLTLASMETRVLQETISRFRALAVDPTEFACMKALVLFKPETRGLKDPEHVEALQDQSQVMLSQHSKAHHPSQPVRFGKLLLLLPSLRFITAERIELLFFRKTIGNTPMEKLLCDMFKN
#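 Material: NR2E3–RetCOR corepressor complex / Incubation: Compound–protein incubation for 5 h at 4 °C / Dosing: compound at 4.8 µM, single dose / Detection: time-resolved FRET / Benchmarks: high control biotin, low control 0.6% DMSO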
# CaV13 ICDI inh: Primary screen for inhibitors of IQ motif and Ca2+-dependent inactivation inhibitor domain binding in CACNA1D, Förster resonance energy transfer in living cells, …; HEK cells, CFP/YFP FRET ICDI-IQ, plate reader, 10 min; percent FRET-ratio fall versus neutral wells; inhibition, % at 12.3 µM; 340,000 tested, 0.098% active;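 active means mean replicate inhibition of at least 30% and at least 1% of replicates passing that level; inconclusive means only one of the two criteria is met; inactive means neither criterion is met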;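 further: 0% = median of the neutral control wells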
# PDI inh: PDI (human) enzyme inhibition. PDI insulin aggregation turbidity, A650, 90 min. inhibition, % at 10 µM. P07237. 350,000 tested, 0.052% active;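 active means mean inhibition across replicates of 30% or more, whatever share of single replicates reach that level; inconclusive means mean inhibition below 30% while every single replicate reaches 30%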;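 further: absorbance from insulin aggregation driven by PDI reduction with DTT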
# Target sequence (P07237 whole entry, looked up): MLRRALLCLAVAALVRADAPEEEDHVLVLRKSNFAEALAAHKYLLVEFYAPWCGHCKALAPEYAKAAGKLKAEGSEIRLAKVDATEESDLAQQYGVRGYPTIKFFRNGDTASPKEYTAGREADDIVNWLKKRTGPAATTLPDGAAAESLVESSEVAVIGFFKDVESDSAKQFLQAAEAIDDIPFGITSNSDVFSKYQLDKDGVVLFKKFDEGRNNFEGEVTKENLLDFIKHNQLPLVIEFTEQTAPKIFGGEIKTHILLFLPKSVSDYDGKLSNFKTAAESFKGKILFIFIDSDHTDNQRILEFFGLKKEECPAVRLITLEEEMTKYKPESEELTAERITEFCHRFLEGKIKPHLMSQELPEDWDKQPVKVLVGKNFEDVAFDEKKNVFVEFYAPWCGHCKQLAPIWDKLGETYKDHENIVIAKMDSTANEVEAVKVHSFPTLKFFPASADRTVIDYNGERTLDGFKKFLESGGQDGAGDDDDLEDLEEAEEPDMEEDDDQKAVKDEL
# KKLEB tox: reduces viability of KKLEB cystic fibrosis airway cells; KKLEB CF airway cells viability, ATPlite luminescence, overnight; hits give low values; cells stimulated with P. aeruginosa culture filtrate; activity change (cytotoxicity), % at 5 µM; 360,000 tested, 0.36% active;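 active means corrected activity change at or below -50% at 5 µM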
# Shn3 inh set2: inhibitors of Schnurri-3 3'UTR reporter in osteoblasts; Clone20 osteoblast Shn3 3'UTR firefly luciferase, 24 h; 360,000 tested, 0.52% active; inhibition, % at 12.5 µM;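 active means mean inhibition of at least 75% with every replicate also reaching 75%; inconclusive means mean inhibition at least 75% but some replicate below; inactive means mean inhibition below 75%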;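 further: 0% = median of neutral control wells and 100% = pilot-screen positive control compound; some compounds past the cut are filed as inactive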
# MITF TRPM1 inh: MITF TRPM1 promoter inhibition in SK-MEL-5 cells | inhibition, % at 12.5 µM | AID 488899 | SK-MEL-5 TRPM1 promoter luciferase, 24 h | 330,000 tested, 0.83% active;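 active means mean inhibition across replicates of 60% or more, whatever share of single replicates reaches that level; inconclusive means some that reach 60%, reason not given; inactive means mean inhibition across replicates below 60%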; further: values of inactives mirror those of a sister screen read the other way
# CF NFkB inh: inhibitors of cystic fibrosis induced NF-kB. KKLEB NF-kB-GFP reporter, PAF-induced, GFP fluorescence overnight. inhibition, % at 5 µM. 360,000 tested, 0.86% active;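 active means at least 50% inhibition at 5 µM, scaled per plate between neutral and stimulator controls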;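 further: PAF is a Pseudomonas aeruginosa culture filtrate used as stimulus; plate controls were PAF-stimulated DMSO wells for no effect and unstimulated DMSO wells for full effect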
# HIF-2a inh: HIF-2a inhibition; 786-0 RCC cells HIF-2a reporter, luciferase luminescence, overnight; AID 624352; 360,000 tested, 0.72% active; inhibition, % at 18.8 µM;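 active means inhibition of the luminescence signal of 40% or more relative to plate controls, in a single-dose primary screen at 18.75 µM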
# NR2E3 ag-2: agonists of human NR2E3 nuclear receptor; CHO-S Gal4-NCOR/VP16-NR2E3 two-hybrid, luciferase; inhibition of corepressor binding, % at 3.98 µM; 360,000 tested, 0.35% active; AID 602229;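 active means inhibition above the mean of all tested compounds plus 3 SD, cut at about 70% in these data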;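 further: 0% = DMSO with NR2E3 transfected cells and 100% = cells lacking NR2E3 construct; higher means lower luciferase signal from less NR2E3 corepressor binding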
# Vif inh: inhibitors of HIV Vif. HEK293T cells, Vif self-association by quenched fluorescence, imaging, 24 h. inhibition, % at 7.49 µM. 340,000 tested, 0.35% active. AID 602346; in the data active means inhibition above about 50%, passing the limit was not always enough; inconclusive means no clear call, values can overlap the other calls; inactive means below about 31%; further: some results filed as inactive read as strong as hits
# Peg3 prom inh: inhibitors of Peg3 promoter | HeLa PEG-Prom luciferase reporter, luminescence, overnight | inhibition, % at 20 µM | 360,000 tested, 1.7% active;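 active means inhibition of at least 50% at 20 µM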
# * marks the source's active call; other numbers are inactive results; u = inconclusive; x = no result given.
SMILES,NR2E3 ag-1,CaV13 ICDI inh,PDI inh,KKLEB tox,Shn3 inh set2,MITF TRPM1 inh,CF NFkB inh,HIF-2a inh,NR2E3 ag-2,Vif inh,Peg3 prom inh
COc1ccc(NC(=O)CCCn2c(=O)[nH]c3ccccc3c2=O)cc1,0.7,-4.8,-7.9,-1.6,-10.3,0.0,-3.0,3.5,-17.8,6.0,0.0
CCOC(=O)c1ccc(NC(=O)COc2cc3oc(=O)c(CC(C)O)c(C)c3cc2Cl)cc1 (configuration not stated),-0.6,-4.7,-5.5,-5.7,32.7,-14.8,7.3,15.1,1.2,-1.9,10.1
O=C(CN1CCN(C(=O)c2ccco2)CC1)Nc1c2c(nc3c1CCC3)CCCC2,x,-2.0,-3.3,-4.0,0.4,2.2,12.3,5.3,-8.0,-4.0,-6.6
O=C(Nc1cccc(S(=O)(=O)NC2=NCCCCC2)c1)c1cc(-c2ccncc2)nc2ccccc12,0.8,-6.2,-4.7,-7.6,8.4,-4.6,-11.2,7.8,-3.9,-11.9,17.8
CC(C)Oc1ccc(CN2CCC2(C)C(=O)Nc2cnc3ccccc3c2)cc1 (configuration not stated),x,-5.5,7.7,-7.3,8.7,x,1.3,-6.4,9.2,x,18.0
CN(CCc1ccccn1)C(=O)c1nn2c(C(F)(F)F)cc(-c3ccco3)nc2c1Cl,-0.7,-3.0,-3.9,-6.9,-6.1,6.3,20.3,1.8,-15.7,0.8,13.5
O=C(Nc1nccs1)c1ccc(COc2c(F)c(F)cc(F)c2F)o1,-1.1,-5.3,5.5,9.7,-23.1,-14.4,-26.8,-110.8,-27.6,1.4,-56.9
Cc1ccc(C)c(OCc2nc3ccc(S(=O)(=O)Nc4c(C)n(C)n(-c5ccccc5)c4=O)cc3[nH]2)c1,6.3,-6.0,6.2,1.6,-0.8,2.0,-1.7,17.4,4.1,-5.7,13.8
COc1ccc(CCNC(=O)CCCn2nc(C)c([N+](=O)[O-])c2C)cc1OC,-1.5,-15.9,5.2,-2.3,-8.6,-1.6,9.4,8.6,-12.6,6.6,12.4
CCCCN1C(=O)C2C(C(=O)Nc3cccc(OC)c3)C3C=CC2(O3)C1C(=O)NC1CCCCC1C (configuration not stated),2.4,-3.9,1.0,-5.5,-16.3,-8.7,5.6,14.1,-10.1,-5.5,6.4
CCOC(=O)CCCCCN1C(=O)c2cccc3cccc(c23)C1=O,9.1,-1.7,3.8,-6.2,-12.4,0.1,9.4,4.4,-38.0,6.6,-7.8
Cc1ccc(CN2CC(C(=O)N3CCN(c4ccccc4O)CC3)CC2=O)cc1 (configuration not stated),0.6,-5.8,-1.3,7.8,10.9,12.8,13.2,-4.7,6.1,13.6,10.4
C=CCn1c(SCC(=O)Nc2c(C)n(C)n(-c3ccccc3)c2=O)nc2sc(C)c(C)c2c1=O,-0.1,-7.8,-2.6,10.2,-3.1,11.5,-1.9,11.3,-21.6,3.5,4.8
Cc1ccc(/C=C/C(=O)O)cc1S(=O)(=O)N1CCCCC1,1.0,1.1,-3.6,-4.1,-5.9,6.6,4.9,4.7,1.8,-6.7,9.4
CCOCCCNCc1ccc(OC)c(OC)c1,0.5,-4.6,-0.2,-8.8,-4.5,-9.7,11.9,16.6,-21.6,19.7,-0.7
O=C(c1ccc(=O)[nH]c1)N1CCN(S(=O)(=O)c2ccc(Cl)cc2)CC1,0.6,-2.4,0.2,-7.0,8.3,-0.9,4.9,-13.4,-1.6,8.4,19.3
COC(=O)Oc1ccc(/C=N/NC(=O)CN(c2ccccc2Br)S(C)(=O)=O)cc1OC,1.8,0.8,-2.0,-9.8,3.6,4.1,6.6,16.7,-2.9,0.5,16.4
CC(OC(=O)C1CC1)C(=O)Nc1cccc(S(=O)(=O)N2CCOCC2)c1 (configuration not stated),x,-2.6,-3.1,-28.5,-23.9,9.7,11.4,-18.1,15.4,17.9,-44.0
Cc1cc(CN2CCCC(C(=O)Nc3cccc(-n4cccn4)c3)C2)cc(C)c1O (configuration not stated),2.0,-3.8,-4.6,-6.7,44.2,4.8,11.9,11.2,-3.9,2.2,-9.1
O=C(CCNS(=O)(=O)c1ccc(Br)s1)N1CCN(c2ccccc2)CC1,x,-3.2,-9.0,2.9,3.6,4.9,11.9,12.0,-3.7,0.8,26.0
C=CCN1CC(c2nc3ccccc3n2Cc2cccc3ccccc23)CC1=O (configuration not stated),4.4,-8.8,2.5,-21.4,8.8,11.8,14.1,19.0,-9.0,-3.6,44.0
O=C(NCc1cccnc1)C(=O)NCC1OCCCN1S(=O)(=O)c1ccc(F)cc1 (configuration not stated),4.0,-5.9,0.7,-1.6,6.5,-2.2,17.4,4.2,-10.9,u,-5.0
CC(=O)Nc1ccc(NC(=O)Nc2ccc3c(c2)N(C)C(=O)CS3)cc1,0.3,-6.0,2.9,0.1,-1.6,7.1,22.0,23.7,-15.3,-1.8,3.8
CCc1cc2c(=O)c(-c3nc4ccccc4n3C)c(C)oc2c(CN2CCOCC2)c1O,5.2,-6.1,-0.1,-3.7,-31.1,13.4,-8.6,-7.0,4.2,-6.1,-2.3
O=C(Nn1cnnc1)c1cc([N+](=O)[O-])cc([N+](=O)[O-])c1,-2.3,-6.9,-2.7,-0.8,-5.2,9.3,17.2,14.8,1.2,-6.1,5.7

# (listing goes on)
SMILES,NR2E3 ag-1,CaV13 ICDI inh,PDI inh,KKLEB tox,Shn3 inh set2,MITF TRPM1 inh,CF NFkB inh,HIF-2a inh,NR2E3 ag-2,Vif inh,Peg3 prom inh
c1cncc(CNc2ncnc3sccc23)c1,0.2,-4.9,-2.3,10.1,-2.0,6.0,18.2,14.5,2.8,3.1,1.7
Cn1c(NCCO)nc2c1c(=O)n(Cc1cccc(Cl)c1)c(=O)n2C,0.2,-16.5,-1.3,15.1,8.6,1.8,-3.7,20.0,6.5,-15.6,26.5
CCCNC(=O)c1ccc2snnc2c1,0.6,-5.7,-5.9,0.7,5.9,4.9,11.2,17.1,1.8,-8.3,5.9
O=C(Nc1ccc2nc(-c3ccco3)c(-c3ccco3)nc2c1)NC1CC1,x,x,21.3,-9.9,-3.6,-45.7,4.2,-47.7,-36.1,21.3,-43.0
O=C1/C(=C/c2ccc(O)cc2)SC(=S)N1CC1CCCO1 (configuration not stated),-5.4,-4.9,19.0,4.3,-9.8,-19.5,-7.9,-35.4,4.7,-0.9,-52.6
Cc1c(C)n(CCc2ccccc2)c2ncnc(NCCCO)c12,-1.9,-17.6,2.8,3.1,-89.0,-91.9,-10.0,-145.8,-136.4,-12.0,-264.7
O=C(CCCN1C(=O)C2C3C=CC(C3)C2C1=O)N1CCN(c2ccccc2)CC1 (configuration not stated),3.5,x,3.1,4.3,9.5,6.3,-5.2,-8.4,-12.4,18.6,-0.1
COc1ccc(CC(=O)NC(c2ccccc2)c2ccc(C)cc2)c(OC)c1 (configuration not stated),-1.3,-2.9,-5.6,-15.5,19.1,8.4,1.4,5.7,-54.4,-9.2,9.2
CCN(CC)c1ccc(/C=N/NC(=O)Cc2cccs2)c(O)c1,-2.7,-5.9,-0.5,-14.6,21.3,25.6,1.6,-134.5,-33.8,-1.5,-7.1
COc1cccc(NC(=O)c2cc([N+](=O)[O-])ccc2NCc2cccnc2)c1,1.9,-4.6,16.3,-6.4,7.5,10.1,9.9,23.6,-19.6,-2.4,29.6
O=C(NS(=O)(=O)c1ccccc1)c1ccccc1O,2.0,-0.5,-3.9,4.9,1.2,-1.2,-19.9,14.8,-11.5,-3.0,1.1
COc1ccccc1C(=O)NNC(=O)c1ccccc1F,1.6,-4.0,19.9,5.7,-78.5,-19.7,-18.1,-148.6,-86.2,2.0,-157.2
O=C(CSc1ccccc1Cl)N1CCOCC1,-3.5,-4.6,-3.3,2.7,-3.8,3.2,-5.0,11.6,-37.7,2.5,-5.2
O=C(COc1cc2oc(=O)cc(-c3ccccc3)c2cc1Cl)NCC1CCC(C(=O)O)CC1 (configuration not stated),2.0,x,x,11.6,-72.9,0.4,4.4,-6.5,-15.7,19.1,-2.8
COc1cc(C(=O)Nc2ccc3c(c2)OCCO3)ccc1OC(C)C,3.2,-5.7,-3.8,11.4,-42.5,-71.6,0.0,-179.5,-27.5,-9.9,-172.8
Cc1cc([N+](=O)[O-])nn1CC(=O)NCCCn1ccnc1,0.1,-9.3,4.4,-0.6,-27.5,3.4,8.2,9.2,-20.7,11.5,-0.9
COc1cc(/C=C/C(=O)NCc2cccnc2)cc(OC)c1OC,-0.2,-4.2,6.3,6.4,-14.2,10.2,-23.9,-2.9,-11.6,-8.2,13.7
NCCCCCc1nnc(SCC(=O)c2ccc(Cl)cc2)o1,2.2,-5.0,-4.0,4.7,0.7,-3.0,3.0,11.5,-37.4,13.3,5.3
CCOC(=O)C1=C(COC(=O)c2ccc([N+](=O)[O-])o2)NC(=O)NC1C (configuration not stated),-1.2,-2.0,0.1,19.3,7.5,39.8,39.6,5.0,5.2,9.8,20.2
Cc1cc(NS(=O)(=O)c2ccc(NC(=O)c3cnc(Cl)c(Cl)c3)cc2)nc(C)n1,5.0,-6.3,9.4,1.3,-3.3,22.5,-13.0,0.5,15.4,4.1,-19.7
Cn1cc(CCC(=O)NCc2ccc(Cl)cc2)c2ccccc21,2.4,-3.9,0.6,1.5,-13.7,10.3,-5.3,2.3,-46.7,x,15.2
CSc1ncccc1C(=O)OCC(=O)N(CC(C)C)C1CCS(=O)(=O)C1 (configuration not stated),-2.3,-4.9,-4.4,-8.3,-4.7,-2.1,11.0,11.7,-3.9,9.1,6.3
CCCCNC(=O)Nc1c(C(=O)OCC)[nH]c2ccccc12,-0.5,x,10.5,-1.7,-14.9,3.5,5.5,6.0,-5.8,-4.8,22.1
CCOC(=O)N1CCC(NC(=O)c2cc(S(=O)(=O)N(CC)CC)ccc2F)CC1,5.8,x,-1.6,-3.6,-12.7,11.0,10.4,5.7,-14.9,-8.0,17.4
Cc1ccc(SCn2nnc3ccccc3c2=O)c(C)c1,2.7,-6.6,-2.1,12.9,-35.5,-111.2,-6.7,-348.8,-132.0,-0.4,-293.7
CCOc1cc(/C=C/c2cc(C(=O)O)c3ccccc3n2)ccc1O,-0.9,-5.5,3.0,1.8,-20.8,27.9,-10.8,1.4,-35.2,2.8,10.3

# Molecules shown so far that contain bromine:
SMILES,NR2E3 ag-1,CaV13 ICDI inh,PDI inh,KKLEB tox,Shn3 inh set2,MITF TRPM1 inh,CF NFkB inh,HIF-2a inh,NR2E3 ag-2,Vif inh,Peg3 prom inh
COC(=O)Oc1ccc(/C=N/NC(=O)CN(c2ccccc2Br)S(C)(=O)=O)cc1OC,1.8,0.8,-2.0,-9.8,3.6,4.1,6.6,16.7,-2.9,0.5,16.4
O=C(CCNS(=O)(=O)c1ccc(Br)s1)N1CCN(c2ccccc2)CC1,x,-3.2,-9.0,2.9,3.6,4.9,11.9,12.0,-3.7,0.8,26.0

# High-throughput results (PubChem)
